# Screening results from PubChem.
# 12-LOX inh: Primary qHTS assay for inhibitors of human arachidonate 12S-lipoxygenase (ALOX12): Round 2 | Polyunsaturated fatty acid lipoxygenase ALOX12 (Homo sapiens), P18054 | purified 12hLO, xylenol orange hydroperoxide absorbance | Potency, µM (top dose mostly 108 µM), inactives show at the top dose activity change, negative = inhibition, usual class: inhibitors | 1.1% of 580,000 active | AID 1671190, 2021; active means well fitted inhibition curve with a large enough effect; inconclusive means small, poorly fitted or top-dose-only effect, or another doubt; inactive means no such curve, though single readings can be large or run the other way
# Target sequence (P18054 whole entry, looked up): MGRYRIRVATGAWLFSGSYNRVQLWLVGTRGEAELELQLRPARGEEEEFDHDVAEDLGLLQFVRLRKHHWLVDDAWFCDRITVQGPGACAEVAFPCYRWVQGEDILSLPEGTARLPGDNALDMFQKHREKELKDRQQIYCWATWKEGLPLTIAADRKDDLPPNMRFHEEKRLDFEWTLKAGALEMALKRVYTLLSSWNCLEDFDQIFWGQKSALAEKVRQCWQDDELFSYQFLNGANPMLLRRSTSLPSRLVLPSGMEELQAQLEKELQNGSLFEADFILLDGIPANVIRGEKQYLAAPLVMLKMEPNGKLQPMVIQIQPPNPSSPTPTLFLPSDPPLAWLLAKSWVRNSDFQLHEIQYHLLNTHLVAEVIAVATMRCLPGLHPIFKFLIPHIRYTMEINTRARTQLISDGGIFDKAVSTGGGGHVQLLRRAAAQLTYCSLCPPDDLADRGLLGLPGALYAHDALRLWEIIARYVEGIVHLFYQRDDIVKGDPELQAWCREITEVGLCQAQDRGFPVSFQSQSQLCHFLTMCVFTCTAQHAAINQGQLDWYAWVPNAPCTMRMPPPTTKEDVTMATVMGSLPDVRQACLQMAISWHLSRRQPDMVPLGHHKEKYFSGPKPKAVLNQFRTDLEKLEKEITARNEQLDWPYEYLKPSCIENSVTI
#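 Purified human 12hLO at 150 nM in 25 mM Hepes, 0.01% Triton X-100, pH 7.0, preincubated 15 min at room temperature with compound. Reaction started with 40 uM arachidonic acid, 30 min at room temperature. Hydroperoxide measured by Fe-xylenol orange, 573/405 nm absorbance ratio.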
# Active calls of the source: *; ? = inconclusive; [ ] = dose if it differs, or a comment. On the % scale 0 is the no-effect control and ±100 the full control effect; potency means the concentration at half of the fitted maximal effect. These rows are one share of the data (hit frequency here may not be typical).
smiles	12-LOX inh
COCCN(CCOC)C(=O)[C@H](CCc1ccccc1)NC(=O)[C@H]1O[C@@H](n2cnc3c(N)ncnc32)[C@H](O)[C@@H]1O	-3%
O=C(CCC1CCN(C(=O)c2ccoc2)CC1)N1CCC(Cc2ccccc2)CC1	82%[activator]
O=C(NCC12CCCC=C1N(Cc1ccccc1)C(=O)CC2)C1CCC1 (stereo unspecified)	-14%
O=C(c1cscn1)N1CCCC2(CN[S+](=O)([O-])c3cccnc3O2)C1 (stereo unspecified)	-7%[6.33 µM]
CCN(C(=O)Cn1ccn2nc3c(c2c1=O)CCCCC3)c1cccc(C)c1	19%
C=CCS(=O)(=O)N1CCCC1C(=O)Nc1ccccc1-c1ccc(OC)cc1 (stereo unspecified)	3%
O=C(NCc1ccccc1)[C@H]1CCCN1C(=O)[C@H]1CCCN1C(=O)c1ccc(Cl)cc1	-9%
Cc1noc(C)c1[S+](=O)([O-])N1CCc2nc(C3CC3)nc(-c3ccc(Cl)cc3)c2CC1	56%[activator]
COc1ccc(CN2CCCC(CO)(CC3CC3)C2)c(F)c1 (stereo unspecified)	-9%
O=C(c1ccc(Cl)cc1)N1CCCC(c2nn(-c3ccc(F)cc3)c(=O)[nH]2)C1 (stereo unspecified)	18%
CC1C=CC(C)N1c1ncnc2c1CN(C1CCNC1)C(=O)CN2C (stereo unspecified)	7%[6.33 µM]
CCN1CCC2(CC1)Cc1ccccc1CN(C(=O)C1CCCC1)C2	6%[6.33 µM]
Cc1ccc(-c2nnc3ccc(-c4ccoc4)nn23)nc1	30%[activator][176 µM]
CCN(C)Cc1cn(Cc2ccccc2)nc1-c1ccc2c(c1)OCO2	?
Cc1cccc(NC(=O)N2CCC(CCNC(=O)Cc3ccccc3F)CC2)c1	49%[activator]
COCCN[C@H]1[C@@H]2OC[C@@H](O2)[C@@H](NCc2ccc(-c3ccccc3)cc2)[C@@H]1O	139%[activator][176 µM]
COc1ccccc1NC(=O)N1CC(=O)N2[C@H](CO)[C@@H](c3ccc(Br)cc3)[C@H]2C1	?
CCNC(=O)N1CC(C(=O)NCc2ccccc2)CC(c2ccc(F)c(C)c2)C1 (stereo unspecified)	5%
O=C(c1cc2sccc2[nH]1)N1CC2CC(C1)[C@@H]1CCCC(=O)N1C2 (stereo partly specified)	43%[activator]
CCS(=O)(=O)N1CCCCCCNC(=O)[C@@H]2C[C@@H](C(=O)NCCc3c[nH]c4ccccc34)C[C@@H]21	7%
Cc1cccc(C)c1N=CN1c2ccccc2-n2cccc2C1CCc1ccccc1 (stereo unspecified)	0%
N#Cc1cccc(-c2cn3c(n2)N(C(=O)Cc2ccsc2)CCC3)c1	46%[activator]
O=C(N[C@@H]1CN(C(=O)Nc2ccccc2)CCC[C@H]1O)c1ccc(OCc2ccccc2)cc1	-2%
COc1ccc(-c2ccc3ncc(Nc4ccc5c(c4)OCCO5)n3n2)cc1OC	22%[176 µM]
CO[C@H]1COCCN(C(=O)c2cc(C)nn2C)C1	42%[activator][176 µM]
CC(CCN1CCC(C(O)(c2ccccc2)c2ccccc2)CC1)Oc1ccc(F)cc1 (stereo unspecified)	0%
CC(C)n1nc(OC(C)(C)C(=O)Nc2ccccn2)c2cc(CN3CCOCC3)ccc21	11%[176 µM]
Cn1ncc2c(C(=O)N3CCOCC3)cc(-c3cccnc3)nc21	4%[6.33 µM]
CC(C)N1C(=O)[C@@H]2[C@@H](CCN2C(=O)CSCC(=O)O)N(Cc2cccc(F)c2)C1=O	35µM*
COc1ccc(C(=O)N[C@@H]2CCC[C@@H]2C(=O)NCc2ccccn2)cc1	48%[activator]
Cn1ccnc1C(O)c1cc2n(n1)CCN(Cc1ccc(CO)o1)C2 (stereo unspecified)	32%[activator]
CCC(=O)N1CCCC(n2c(C)cnc2-c2ccncc2)C1 (stereo unspecified)	-12%
O=C(c1cccc(Cl)c1)N1CCN(C(=O)c2nnn3c2COC(c2ccc(F)cc2)C3)CC1 (stereo unspecified)	15%
CC(C)CCNC(=O)c1ccc(-c2nnc3ccc(NC(=O)C4CCC4)cn23)cc1	26%
COc1cc(CNC(=O)CCC2CCN(S(=O)(=O)c3ccccc3)CC2)cc(OC)c1	-14%
Cc1ccc(-c2ncc(C(=O)Nc3ccccc3Br)c(-c3ccncc3)n2)cc1	?
CNC(=O)c1noc([C@@H]2CC(F)(F)CN2Cc2ccc[nH]2)n1	18%
COCCn1c(C)cnc1CCNC(=O)Cc1cccc(F)c1	36%[activator]
COc1ccc(-c2[nH]ncc2CN2CCCC(C(=O)NCc3ccccc3)CCNC(=O)CC2)cc1 (stereo unspecified)	31%
O=C(NCCN1CCOC1=O)c1cc(COc2ccccc2F)[nH]n1	59%[activator]
Cn1nc(C2CCN([S+](=O)([O-])c3cccc(C(F)(F)F)c3)CC2)[nH]c1=O	6%
O=C1CO[C@H]2CN(C3CCC3)C[C@H]2N1Cc1ccc(F)cc1	15%[176 µM]
COc1nccnc1NC1CCN(C(=O)c2cccc(C)c2)CC1	76%[activator]
O=C(CN1CCCc2nc(C3CC3)ncc2C1=O)NCCCn1cccn1	46%[activator]
C[C@]1(O)CCN(C(=O)Cc2nc(-c3ccncc3)n[nH]2)C[C@@H]1O	3%
COc1ccc(-c2cc3c(=O)n(CCNC(=O)c4ccc(OC)c(OC)c4)ccn3n2)cc1	10%
Cc1ccc(CN2CCCCCNC(=O)[C@H]3C[C@H](C(=O)N4CCc5ccccc5C4)C[C@H]32)o1	?
Cn1nccc1OCc1cn2c(=O)n(C)cc(-c3cccc(C(F)(F)F)c3)c2n1	10%[176 µM]
COCC(=O)N1CCc2cn(C)c3cccc(c23)C1	27%
COCCCNc1ncnc2c1CN(C1CCCC1)C(=O)CN2C	3%[6.33 µM]
COCC1CN(C2CCC2)CC12CCN(C(=O)c1ccccn1)CC2 (stereo unspecified)	83%[activator]
COc1ccc(OC)c(C2=NOC(C(=O)O)C2)c1 (stereo unspecified)	2%
CCCS(=O)(=O)N1C[C@@H](Oc2cccnc2)C[C@@H]1C(=O)N1CCOCC1	44%[activator]
COc1ccc(C(=O)NC[C@H]2O[C@H](Cc3cc(-c4ccccc4)on3)CC[C@@H]2O)cc1	19%[176 µM]
O=C1CCN(Cc2ccncc2)CCCC(C(=O)Nc2ccccc2CCc2ccncc2)CCN1 (stereo unspecified)	59%[activator]
CCOc1cc(-c2noc(-c3ncn4c3COC(c3ccc(F)cc3)C4)n2)ccc1OC (stereo unspecified)	0%
N#Cc1ccc(CN2CC(N3CCc4ccccc43)C2)cc1	9%[6.33 µM]
O=C(Nc1cccnc1)c1ccc2c(c1)OCCN(Cc1ncccn1)C2	-1%[176 µM]
COc1ccc(CNC(=O)C2=NO[C@@H]3CN(c4ccccn4)C[C@H]23)cc1OC	4%[176 µM]
CCOc1ccccc1C1NC(=O)N(CC(=O)NCc2ccc(F)cc2)C2=C1C(=O)OC2 (stereo unspecified)	0%

# (next part)
smiles	12-LOX inh
Cc1ccc(C(=O)N2CCCN(C(=O)C3CC3)c3ccccc32)cc1F	15%
CC#CCn1cc2c3c(cccc31)[C@H](CC(C)C)N[C@H](C(=O)OC)C2	20%[176 µM]
COc1cccc([C@@H]2CCN(Cc3cn[nH]c3C(=O)O)C[C@H]2O)c1	19%
O=C1Nc2ccccc2CC12CCN(Cc1ccc(OC(F)(F)F)cc1)CC2	35%[activator]
CCOc1ccc(CN2CCc3nc(N4CCN(C)CC4)[nH]c(=O)c3CC2)cc1	33%[activator]
COc1coc(C(=O)N2CCOCC2CC(=O)NC2CCCC2)cc1=O (stereo unspecified)	55%[activator]
CCOC(=O)c1[nH]ncc1CN(Cc1ccsc1)CC1CCCO1 (stereo unspecified)	36%
CC(=O)N1CCC2(CC1)CC(C(C)C)=NO2	3%[12.5 µM]
CCc1sc(C(=O)Nc2ccc3c(c2)OCCO3)cc1Br	-14%
Cc1noc([C@@H]2CN(Cc3ccc[nH]3)C[C@H]2CO)n1	134%[activator]
COc1cc(NC(=O)CCC2CCCN(C(=O)CCN3CCCCO3)C2)cc(OC)c1 (stereo unspecified)	0%
CCn1cc(CN2CCC3(CC2)CN(C)CC3COC)cn1 (stereo unspecified)	95%[activator]
C[C@@H]1CN([C@@H](C)CO)C(=O)CCCn2cc(nn2)CO[C@H]1CN(C)C(=O)Nc1cccc(C(F)(F)F)c1	-5%
CCCCc1nc(C)cc(NCCNC(=O)C2CCCN(C(N)=O)C2)n1 (stereo unspecified)	-2%
COCC1CN(C)CC12CCN(Cc1cc(Br)ccc1F)CC2 (stereo unspecified)	83%[activator]
CCCS(=O)(=O)N1CC(Oc2ccc(-c3noc(-c4cccnc4)n3)cc2)C1	6%
CCOc1cccc(CN2CCC3(CC2)CC(CC(=O)N2CCCC2)CCO3)c1 (stereo unspecified)	60%[activator]
Cc1c(CN2CCN(C(=O)C(C)C)CC2)sc2c(N3CCOCC3)nc(-c3cnc(N)nc3)nc12	-26%[57.4 µM]
CCC(CC)NC(=O)C1CCCN(Cc2ccncc2)CCC(=O)NCC1 (stereo unspecified)	93%[activator]
O=C1CCN(Cc2cccnc2)CCCC(C(=O)N2CCOCC2)CCN1 (stereo unspecified)	63%[activator]
O=C(NC[C@H]1OC[C@@H](N(Cc2ncc[nH]2)Cc2ncc[nH]2)[C@@H]1O)c1ccccc1	66%[activator][176 µM]
O=C1CCN(C(=O)C2CCC2)CCCC(C(=O)N2CCN(c3ccccn3)CC2)CCN1 (stereo unspecified)	43%[activator]
COc1cccc(C(=O)N(CC(C)C)CC2CN(C(=O)Nc3ccccc3)CCO2)c1 (stereo unspecified)	-2%
O=C1CN(C(=O)c2cccc(-n3cnnc3)c2)CCN1Cc1cccc(F)c1	4%

# 3 of the compounds above, with each value named.
compound: COCC1CN(C)CC12CCN(Cc1cc(Br)ccc1F)CC2 (stereo unspecified)
  12-LOX inh = 83%[activator]

compound: O=C1CN(C(=O)c2cccc(-n3cnnc3)c2)CCN1Cc1cccc(F)c1
  12-LOX inh = 4%

compound: CCOc1cccc(CN2CCC3(CC2)CC(CC(=O)N2CCCC2)CCO3)c1 (stereo unspecified)
  12-LOX inh = 60%[activator]

# Carrying on:
smiles	12-LOX inh
Cc1cccc(OCC2(CNCC3CCCC3)C[C@@H](O)[C@@H](O)C2)n1 (stereo partly specified)	-15%[176 µM]
CC1(c2ccccc2)N(Cc2ccc(O)cc2)C(=O)OC12CCN(C(=O)c1ccccc1)CC2 (stereo unspecified)	4%
CC(=O)N1CCCCCC1c1nc(-c2ccncc2)no1 (stereo unspecified)	12%
CCN(Cc1c(O)cccc1OC)CC1CCN(CCc2ccccc2C)CC1	-38%
CSCCC(=O)N[C@H]1CC[C@H]1NC1CCN(C(=O)c2cnccn2)CC1	2%
CN(C)C(=O)c1n[nH]c2c1CN(C(=O)c1cccc(Br)c1)CC2	20%
CCS(=O)(=O)Nc1ccc(C)n(CC(=O)N2CCN(c3ccccc3)CC2)c1=O	-18%

# Filtered by structure: those above containing sulfur.
smiles	12-LOX inh
O=C(c1cscn1)N1CCCC2(CN[S+](=O)([O-])c3cccnc3O2)C1 (stereo unspecified)	-7%[6.33 µM]
C=CCS(=O)(=O)N1CCCC1C(=O)Nc1ccccc1-c1ccc(OC)cc1 (stereo unspecified)	3%
Cc1noc(C)c1[S+](=O)([O-])N1CCc2nc(C3CC3)nc(-c3ccc(Cl)cc3)c2CC1	56%[activator]
O=C(c1cc2sccc2[nH]1)N1CC2CC(C1)[C@@H]1CCCC(=O)N1C2 (stereo partly specified)	43%[activator]
CCS(=O)(=O)N1CCCCCCNC(=O)[C@@H]2C[C@@H](C(=O)NCCc3c[nH]c4ccccc34)C[C@@H]21	7%
N#Cc1cccc(-c2cn3c(n2)N(C(=O)Cc2ccsc2)CCC3)c1	46%[activator]
CC(C)N1C(=O)[C@@H]2[C@@H](CCN2C(=O)CSCC(=O)O)N(Cc2cccc(F)c2)C1=O	35µM*
COc1cc(CNC(=O)CCC2CCN(S(=O)(=O)c3ccccc3)CC2)cc(OC)c1	-14%
Cn1nc(C2CCN([S+](=O)([O-])c3cccc(C(F)(F)F)c3)CC2)[nH]c1=O	6%
CCCS(=O)(=O)N1C[C@@H](Oc2cccnc2)C[C@@H]1C(=O)N1CCOCC1	44%[activator]
CCOC(=O)c1[nH]ncc1CN(Cc1ccsc1)CC1CCCO1 (stereo unspecified)	36%
CCc1sc(C(=O)Nc2ccc3c(c2)OCCO3)cc1Br	-14%
CCCS(=O)(=O)N1CC(Oc2ccc(-c3noc(-c4cccnc4)n3)cc2)C1	6%
Cc1c(CN2CCN(C(=O)C(C)C)CC2)sc2c(N3CCOCC3)nc(-c3cnc(N)nc3)nc12	-26%[57.4 µM]
CSCCC(=O)N[C@H]1CC[C@H]1NC1CCN(C(=O)c2cnccn2)CC1	2%
CCS(=O)(=O)Nc1ccc(C)n(CC(=O)N2CCN(c3ccccc3)CC2)c1=O	-18%
